Bioassay records (PubChem BioAssay)
CCT chaperon mod – modulators of cytosolic chaperonin (CCT/TRiC) activity; purified chaperonin ATPase assay, HTRF ADP detection, 30 min; activity change, % (concentration not given with the values), hits read low; 0.3% of 360,000 active; AID 651819; in the data active = activity change below about -30%; note: % is set by controls: 0 for no effect and ±100 for the full control effect
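ATPase activity: ADP formed was measured by HTRF Transcreener (665/615 nm ratio) after 30 min at 37 deg C with 10 uM ATP. Compounds screened at one 76 uM concentration against 40 or 20 nM TRiC in Tris pH 7.4/KCl/MgCl2/DTT buffer.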
Abeta rescue – restores growth of yeast expressing A-beta42 peptide; yeast expressing A-beta42, growth rescue, OD600, 48 h; response scale: 0% DMSO, 100% iron-clioquinol control; 0.063% of 410,000 active; Potency, µM (series often up to 46.1 µM), for the others: at the highest dose growth rescue, actives largely listed as activators; note: potency is the fitted concentration of half-maximal effect; nearly all actives have a fitted effect of over 55% in size
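Yeast A-beta toxicity model in growth medium with pinned compounds, 48 h at 30 C; growth read as absorbance at 600 nm. Normalized to FeCl3/clioquinol equimolar mix (positive) and DMSO (negative).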
A549 viability – counter-screen for Nrf2 inhibitors: cytotoxicity in A549 cells; A549 ARE-Fluc cells, CellTiter-Fluor viability, 18-24 h; Potency, µM (top dose mostly 46 µM), inactives show at the top dose activity change, negative = cytotoxicity, most hits filed as inhibitors; 0.16% of 390,000 active; note: potency is the fitted concentration of half-maximal effect; % is set by controls: 0 for no effect and ±100 for the full control effect
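A549 ARE_Fluc cells in 5% FBS OPTI-MEM were exposed to compounds in concentration-response for 18-24 h at 37 deg C. Viability was read by CellTiter-Fluor fluorescence (Ex 405/Em 525) after 30 min, before the luciferase read.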
Mm-Cpn inhibitor – inhibitors of Methanococcus maripaludis chaperonin (MmCpn). purified Mm-Cpn ATPase, ADP Transcreener TR-FRET. Potency, µM (doses to about 76.9 µM), without a hit: at the highest dose activity, negative = inhibition, hits mostly inhibitors. 0.031% of 330,000 active. AID 504842; note: potency is the fitted concentration of half-maximal effect; % is set by controls: 0 for no effect and ±100 for the full control effect; nearly all actives have a fitted effect of over 80% in size
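Quantitative HTS used 25 nM Mm-CPN and 10 uM ATP in magnesium/KCl Tris buffer, pH 7.4, with 1 mM DTT. Hydrolysis ran 30 min at 37°C; ADP was read by HTRF.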
TGFb SMAD3 inh – blocks TGF-b signaling; Potency, µM (titrated, usually from 46.1 µM), inactives show top-dose activity, negative = inhibition, usual class: inhibitors; AID 588855; 1.2% of 410,000 active; HepG2 CAGA-GFP TGF-b/SMAD3 reporter, GFP fluorescence, 18 h; TGF-beta stimulated, 500 pg/mL final; note: potency is the fitted concentration of half-maximal effect; % is set by controls: 0 for no effect and ±100 for the full control effect; nearly all actives have a fitted effect of over 65% in size
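Per well, imaged GFP fluorescence of HEPG2 CAGA-GFP cells gives the signal; cells get compound, then TGF-beta (500 pg/mL final), 18 h at 37 degrees C; %Activity versus -TGF-beta and +DMSO controls.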
HepG2 viability – kills HepG2 cells in TGF-b inhibitor counter-screen; HepG2 CAGA-GFP viability, ATP luminescence, 18 h; Potency, µM (doses to about 46.1 µM), for the others: at the top dose activity change, negative = cytotoxicity, hits mostly cytotoxic; 0.76% of 410,000 active; note: potency is the fitted concentration of half-maximal effect; some results filed as inactive show a strong effect at the top dose
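CellTiter-Glo luminescence gave cytotoxicity after 18 hours at 37 degrees C. The cells were HepG2 CAGA-GFP in 1% FBS DMEM, stimulated with 500 pg/mL TGF-beta after compound addition. %Activity was normalised to no-cell wells (complete cell-killing) and DMSO (no toxicity), and curves were fitted and classified.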
Nrf2 inh – Nrf2 pathway inhibition; AID 504444; Potency, µM (doses to about 46 µM), for the others: at the top dose activity change, negative = inhibition, actives largely listed as inhibitors; A549 ARE-Fluc reporter, luciferase luminescence, 18-24 h; 2.1% of 360,000 active; note: potency is the fitted concentration of half-maximal effect; % is set by controls: 0 for no effect and ±100 for the full control effect; nearly all actives have a fitted effect of over 60% in size
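Two sequential reads on A549 ARE_Fluc cells exposed to compound for 18-24 h: a CellTiter-Fluor fluorescence read for viability, then a luciferase luminescence read for Nrf2/ARE activity.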
Akt phos inh – inhibitors of Akt phosphorylation; AID 651550; 0.32% of 360,000 active; Neuro2A IGF-stimulated pAkt S473 HTRF, 20 min; active compounds read low; activity change, % for hits at 50 µM; in the data active = activity change below about -80%; inconclusive = mostly about -51% to -80%; note: % is set by controls: 0 for no effect and ±100 for the full control effect
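Neuro2A cells (4,500/well, DMEM with 0.5% FBS) were treated with compound at a single 50 µM final concentration, stimulated with 6 nM IGF for 20 min at 37 °C, and lysed. Phospho-Akt Ser473 was read by HTRF as 665/615 ratio ×10^4.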
Nrf2 activator – activators of Nrf2 (ARE) signaling | AREc32 ARE-luciferase reporter (MCF7-derived line), luminescence, 24 h | Potency, µM (series often up to 46.1 µM), inactives show top-dose activation, usual class: activators | 0.31% of 410,000 active | AID 624171; note: potency is the fitted concentration of half-maximal effect; % of control where 0% means no effect; nearly all actives have a fitted effect of over 65% in size
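Quantitative high-throughput format: AREc32 reporter cells, 1000 per well, received compound by pin transfer and were incubated 24 hr at 37 deg C, 5% CO2, before Steady-Glo luminescence detection.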
* = called active by the depositor; i = inactive; ? = inconclusive; / = not tested or not shown; [ ] = another dose, or the depositor's remark. Unless noted, calls come from the whole dose curve; as a rule, active = well fitted curve in the direction sought with a large enough effect; inconclusive = small, poorly fitted or top-dose-only effect, or another doubt; inactive = no such curve, though single readings can be large; an effect the other way counts as inactive or inconclusive.

| SMILES | CCT chaperon mod | Abeta rescue | A549 viability | Mm-Cpn inhibitor | TGFb SMAD3 inh | HepG2 viability | Nrf2 inh | Akt phos inh | Nrf2 activator |
| --- | --- | --- | --- | --- | --- | --- | --- | --- | --- |
| CC(C)(C)C1C/C(=C/c2ccco2)C(=O)/C(=C/c2ccco2)C1 (stereo not drawn) | -0.8 | -12% | 0% | -1% | ? | -60% | -8% | i | ? |
| O=[N+]([O-])c1cccc(-c2nc(-c3ccccn3)no2)c1 | -0.8 | 3% | -5% | 1% | -16% | -44% | ? | i | ? |
| C/C(Nc1ccc(F)cc1)=C(/C#N)C(N)=O | -1.1 | 2% | 21% | 1% | 10% | 1% | -3% | i | -0.6% |
| c1ccc(Cn2nnnc2C(c2ccccn2)N2CCN(c3ccccc3)CC2)cc1 (stereo not drawn) | -1.4 | -7% | -9% | -14% | ? | -2% | -7% | i | 2.8% |
| Cc1cc(N2CCCC2)ccc1NC(=O)COc1cccc(C(F)(F)F)c1 | -0.2 | -3% | -20% | -2% | ? | -36% | 5.8µM* | i | -1.1% |
| CC(C)(C)OC(=O)N1CCCC(C(=O)Nc2cccc(C(=O)NCc3ccccc3)c2)C1 (stereo not drawn) | 0.8 | -5% | 7% | / | 7% | -12% | ? | i | 0.5% |
| O=C(OC1CC2CC1[C@H]1CCCCN1C2=O)N1CCC(c2ccccc2)CC1 (stereo partly drawn) | 0.4 | -8% | / | / | / | / | / | i | -0.2% |
| CC(=O)Nc1ccc(CN(C)c2c(C)nc3ccc(C(=O)Nc4ccc(Cl)c(Cl)c4)cn23)cc1 | -1.5 | 12% | / | / | -29% | -41% | / | i | 0.3%[9.22 µM] |
| N#C/C(=C(/O)Cc1cccc2ccccc12)c1nc2ccccc2s1 | 0.8 | 4% | -23% | 0% | -12% | -34% | ? | i | -0.7% |
| C=CCNCc1cc(=O)n2c(-c3ccccc3)csc2n1 | 1.5 | 5% | -2% | 0% | 0% | -29% | ? | i | 0.1% |
| Cc1ccc2c(c1)N(C(=O)CCC(=O)N1CCN(c3ccccn3)CC1)CC(C)O2 (stereo not drawn) | -2.3 | -17% | 2% | -1% | 0% | -22% | -8% | i | -1.0% |
| CN(CC(=O)Nc1cccc(F)c1)C(=O)c1cc(-c2cccs2)nn1-c1ccccc1 | -0.9 | -4% | 8% | -19% | 0% | -7% | -9% | i | 1.7% |
| CCOC(=O)c1sc2nc(CSc3ccccc3)nc(N3CCCN(C)CC3)c2c1C | -0.8 | 0% | 8% | 1% | -8% | -15% | 1% | i | -0.3% |
| O=C(CNC(=O)c1ccco1)N/N=C/c1ccccc1[N+](=O)[O-] | -1.9 | 11% | 1% | 0% | 17% | -4% | -12% | i | 11% |
| COCCCNC(=S)N/N=C/c1ccc(N(C)C)cc1 | -1.9 | 14% | 0% | -1% | -4% | -2% | 22% | i | 1.8% |
| Cc1cc(NS(C)(=O)=O)c(=O)n(Cc2c(F)cccc2Cl)c1 | -1.5 | 4% | 9% | 0% | 3% | 3% | -12% | i | -0.5% |
| Cc1cc(C)c(COCc2cc(/C=N/O)c(C)cc2C)cc1/C=N/O | -1.6 | 1% | -21% | 0% | ? | -61% | ? | i | 11% |
| CNC(=O)c1cc(S(=O)(=O)N2CC(C)OC(C)C2)ccc1N1CCCCC1 (stereo not drawn) | -0.1 | 3% | 9% | -2% | 5% | 2% | -4% | i | -0.9% |
| O=[N+]([O-])c1ccc(F)c(N=Cc2ccc(Br)s2)c1 | -6.6 | -5% | 10% | -1% | -4% | 2% | 0% | i | -0.6% |
| Cc1cc(CNC(=O)c2cc(COc3ccc(F)c(F)c3)on2)nn1C | -2.1 | 1% | 1% | -3% | -4% | -10% | ? | i | 0.5% |
| Cc1ccc(CNc2nc3ccccc3n2C)cc1 | 0.9 | 0% | 4% | 2% | 11% | -12% | ? | i | -1.9% |
| O=C(COC(=O)CCSc1ccccc1)Nc1cc(F)ccc1F | 1.5 | 10% | 1% | -3% | -20% | -4% | 9% | i | 0.3% |
| CCN(CC)CC1(O)CCN(C(=O)c2ccc(Cl)c(Cl)c2)CC1 | -3.7 | -14% | 0% | 0% | 4% | -2% | 12% | i | 0.0% |
| COC(=O)c1ccc(N2C(=O)CC(N3CCC(O)(c4ccc(Br)cc4)CC3)C2=O)cc1 (stereo not drawn) | -2.5 | -93%[inhibitor] | -11% | -1% | -11% | 6% | -11% | i | -0.7% |
| ON=C1c2ccccc2-c2cc(Br)ccc21 | 2.3 | -48%[inhibitor] | 6% | / | -19% | -65% | 15% | i | 1.8% |
| CCCCN(C)CCNC(=O)c1ccc(Cn2c(=O)[nH]c3cc(OC)c(OC)cc3c2=O)cc1 | / | -13% | 1% | / | 2% | -12% | 1%[9.27 µM] | / | 0.5% |

3 compounds from above, limited to Akt phos inh.
Molecule	Akt phos inh
c1ccc(Cn2nnnc2C(c2ccccn2)N2CCN(c3ccccc3)CC2)cc1 (stereo not drawn)	i
Cc1ccc(CNc2nc3ccccc3n2C)cc1	i
CNC(=O)c1cc(S(=O)(=O)N2CC(C)OC(C)C2)ccc1N1CCCCC1 (stereo not drawn)	i

Full records from above. Order of values: CCT chaperon mod, Abeta rescue, A549 viability, Mm-Cpn inhibitor, TGFb SMAD3 inh, HepG2 viability, Nrf2 inh, Akt phos inh, Nrf2 activator
`CC(C)(C)C1C/C(=C/c2ccco2)C(=O)/C(=C/c2ccco2)C1` (stereo not drawn) is listed with -0.8, -12%, 0%, -1%, ?, -60%, -8%, i, ?
`Cc1cc(CNC(=O)c2cc(COc3ccc(F)c(F)c3)on2)nn1C` is listed with -2.1, 1%, 1%, -3%, -4%, -10%, ?, i, 0.5%
`Cc1ccc(CNc2nc3ccccc3n2C)cc1` is listed with 0.9, 0%, 4%, 2%, 11%, -12%, ?, i, -1.9%
`c1ccc(Cn2nnnc2C(c2ccccn2)N2CCN(c3ccccc3)CC2)cc1` (stereo not drawn) is listed with -1.4, -7%, -9%, -14%, ?, -2%, -7%, i, 2.8%
`COC(=O)c1ccc(N2C(=O)CC(N3CCC(O)(c4ccc(Br)cc4)CC3)C2=O)cc1` (stereo not drawn) is listed with -2.5, -93%[inhibitor], -11%, -1%, -11%, 6%, -11%, i, -0.7%
